Screening results from PubChem.
CHRM4 PAM = human M4 muscarinic receptor positive allosteric modulators, primary screen, CHO-K1 cells, Fluo-8 calcium fluorescence. activation, % at 3 µM. hit rate 0.4% among 360,000. Muscarinic acetylcholine receptor M4 (Homo sapiens), P08173. CHO-K1 hM4/Gqi5, ACh EC20; 0% = ACh EC20, 100% = maximal ACh;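 active means activation above its plate's cutoff, the mean activation of sample wells plus 3 SD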; further: some results filed as inactive read as strong as hits
Target sequence (P08173 whole entry, looked up): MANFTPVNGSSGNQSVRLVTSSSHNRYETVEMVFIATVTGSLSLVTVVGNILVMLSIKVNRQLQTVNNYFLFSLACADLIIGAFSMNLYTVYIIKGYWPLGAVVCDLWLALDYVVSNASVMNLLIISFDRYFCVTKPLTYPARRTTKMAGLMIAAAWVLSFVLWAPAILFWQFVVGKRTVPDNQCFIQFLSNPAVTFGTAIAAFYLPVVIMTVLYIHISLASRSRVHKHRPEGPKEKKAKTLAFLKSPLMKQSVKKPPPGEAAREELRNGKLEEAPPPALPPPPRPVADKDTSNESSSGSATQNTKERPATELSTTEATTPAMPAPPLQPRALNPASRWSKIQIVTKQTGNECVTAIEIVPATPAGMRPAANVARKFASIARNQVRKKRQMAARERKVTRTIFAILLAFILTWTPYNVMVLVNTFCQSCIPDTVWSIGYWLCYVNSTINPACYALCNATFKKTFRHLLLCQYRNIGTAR
CHRM5 agonist = human M5 muscarinic receptor agonists, primary screen, CHO-K1 cells, Fluo-8 calcium fluorescence; Muscarinic acetylcholine receptor M5 (Homo sapiens), P08912; CHO-K1 hM5 cells; 0% DMSO wells, 100% maximal acetylcholine response; activation, % at 3 µM; hit rate 0.19% among 360,000;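 active means activation above the run's mean over test compounds plus 3 SD, cut at about 23% in these data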;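 further: signal is peak over basal fluorescence ratio across the kinetic read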
Target sequence (P08912 whole entry, looked up): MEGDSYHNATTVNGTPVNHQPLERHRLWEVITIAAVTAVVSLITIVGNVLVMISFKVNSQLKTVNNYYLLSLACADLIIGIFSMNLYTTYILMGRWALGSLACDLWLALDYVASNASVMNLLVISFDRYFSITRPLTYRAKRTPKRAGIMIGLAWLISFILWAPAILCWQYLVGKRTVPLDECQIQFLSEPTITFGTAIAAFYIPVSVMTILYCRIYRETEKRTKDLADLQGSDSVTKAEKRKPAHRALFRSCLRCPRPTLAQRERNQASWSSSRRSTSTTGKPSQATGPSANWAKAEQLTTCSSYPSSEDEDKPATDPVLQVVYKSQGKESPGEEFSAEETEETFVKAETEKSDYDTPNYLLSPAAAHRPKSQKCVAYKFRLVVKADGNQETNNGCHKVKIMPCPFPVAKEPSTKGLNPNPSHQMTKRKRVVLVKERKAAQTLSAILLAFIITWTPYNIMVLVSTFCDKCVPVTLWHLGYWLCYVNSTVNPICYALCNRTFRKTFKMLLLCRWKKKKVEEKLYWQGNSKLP
CHO-K1 Ca PAM = nonselective calcium activators in parental CHO-K1 cells, primary screen, counter-screen for M1 PAM project, cell-based, Fluo-8 calcium fluorescence, full deck, 1536-well; ATP EC20; 0% at ATP EC20, 100% at ATP max; AID 602247, 2012; activation, % at 3 µM; hit rate 0.02% among 360,000;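 active means activation above the run cutoff, the mean activation of all test compounds plus 3 SD, cut at about 40% in these data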;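 further: peak over basal fluorescence ratio in a 140 s read after ATP addition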
CRFBP-R2 block = antagonists of CRF-BP/CRF-R2 complex, primary screen, cell-based, HEK293, calcium dye fluorescence, uHTS; inhibition, % at 11.8 µM; hit rate 0.59% among 350,000; CRF-induced calcium fluorescence;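 active means inhibition of the ligand-induced calcium signal above about 50% at the single tested concentration, limit read from the data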
CRFBP-R2 agonist = agonists of CRF-BP/CRF-R2 complex, primary screen, cell-based, HEK293, calcium dye fluorescence, uHTS. activation, % at 13.2 µM. hit rate 0.46% among 350,000. AID 588473, 2011. calcium dye fluorescence (FLIPR); percent of saturating CRF peptide response;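 active means activation of at least 50%, plus an integration ratio under a set limit after plate pattern correction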;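 further: plate controls were neutral control wells without compound for no effect and CRF at EC100 for full effect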
CHRM5 antagonist = human M5 muscarinic receptor antagonists, primary screen, CHO cells, Fluo-8 calcium fluorescence | hit rate 0.59% among 360,000 | AID 624040, 2012 | CHO-hM5 cells, ACh EC80 | inhibition, % at 3 µM;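 active means inhibition above a per-plate cutoff, the mean of that plate's test compounds plus 3 SD, cut at about 27% in these data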;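 further: 0% = acetylcholine EC80 with DMSO and 100% = DMSO without agonist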
TAAR1 agonist = human TAAR1 agonists, primary screen, Fluo-8 calcium fluorescence, CHO RD-HGA16 cells; activation, % at 3 µM; hit rate 0.99% among 360,000; AID 624467, 2012; Trace amine-associated receptor 1 (Homo sapiens), Q96RJ0; vehicle wells 0%, saturating PEA agonist 100%;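 active means activation above the mean activation of all test compounds in the run plus 3 SD, cut at about 38% in these data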
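Benchmarks: low control DMSO, high control PEA (EC100); System: CHO RD-HGA16 cells carrying human TAAR1 plus Gα16; Detection: Fluo-8 fluorescence, 5 s baseline then 140 s kinetic read; Schedule: 17-24 h plating, Fluo-8 75 min 37 °C, 30 min RT; Read-out basis: % activation from peak over basal fluorescence ratio, DMSO-to-PEA scaled.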
CHRM5 PAM = human M5 muscarinic receptor positive allosteric modulators, primary screen, CHO-K1 cells, Fluo-8 calcium fluorescence. AID 624038, 2012. activation, % at 3 µM. hit rate 0.3% among 360,000. Muscarinic acetylcholine receptor M5 (Homo sapiens), P08912. CHO-K1 hM5, ACh EC20 PAM; 0% = ACh EC20, 100% = ACh EC100;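 active means activation above the run cutoff, the mean activation of all test compounds plus 3 SD, cut at about 18% in these data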
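Test system: CHO-K1 hM5 cells / Doses: single-point, 3 µM nominal / Times: Post-acetylcholine fluorescence recording 140 s / Technique: Fluo-8 calcium fluorescence / Measure: Max/basal fluorescence ratio as % of EC20–EC100 ACh window / Benchmarks: low control EC20 acetylcholine (0%), high control EC100 acetylcholine (100%) / Replicates: one well per compound, no replicates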
TAAR1 antag = human TAAR1 antagonists, primary screen, Fluo-8 calcium fluorescence, CHO RD-HGA16 cells. Trace amine-associated receptor 1 (Homo sapiens), Q96RJ0. antagonist. inhibition, % at 3 µM. hit rate 1.5% among 360,000. AID 624466, 2012;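 active means inhibition above a per-plate cutoff, the mean inhibition of test compounds on that plate plus 3 SD, cut at about 49% in these data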;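 further: 0% = DMSO plus EC80 beta-PEA response and 100% = DMSO alone without agonist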
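Material: RD-HGA16 CHO cells with stable hTAAR1 and Gα16; Dosing: single nominal final test compound concentration of 3 µM; Schedule: seeding 17-24 h prior, 75-min 37 °C, 30-min RT dye loading; Detection: kinetic Fluo-8 calcium fluorescence measurement; Measure: % inhibition from peak post-agonist over basal fluorescence ratio; Benchmarks: vehicle and agonist controls.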
Starred values were filed as active, the others as inactive; . = no result given; & = joins results of further samples. Compounds as they come; any-hit rate near 4.2%.

nr	SMILES	CHRM4 PAM	CHRM5 agonist	CHO-K1 Ca PAM	CRFBP-R2 block	CRFBP-R2 agonist	CHRM5 antagonist	TAAR1 agonist	CHRM5 PAM	TAAR1 antag
1	Cc1cccc(C)c1NC(=O)C(c1cccc2ccccc12)n1c(=O)c(-c2ccco2)nc2ccccc21 (stereo not drawn)	6	2	.	.	.	3	0	0	-9
2	COc1cc(-c2noc(CCCC(=O)NCc3ccccc3)n2)cc(OC)c1OC	-5	1	5	-5	-0.1	-6	8	3	10
3	CCCCN(C(=O)NC(=O)Nc1ccccc1C)S(C)(=O)=O	4	4	28	-17	-0.3	-5	12	2	-9
4	CC(Nc1nc(N2CCN(S(C)(=O)=O)CC2)nc2ccccc12)c1ccccc1 (stereo not drawn)	-3	-12	14	-20	-0.3	6	9	-9	10
5	CCCN=C1N(C)C[C@@H]2[C@@H]3C(=O)N(C)C(=O)[C@@H]3[C@](C)(C(=O)OC)N12	8	1	6	-6	-0.9	4	0	0	-5
6	O=C(NC1CCCCNC1=O)c1ccc(Cl)cc1 (stereo not drawn)	2	-4	9	18	-2.3	4	4	0	11
7	O=C(CNC(=O)c1ccccc1F)OCCCOC(=O)CNC(=O)c1ccccc1F	8	-1	17	8	-0.1	3	1	0	16
8	Cc1ccc(NS(=O)(=O)c2ccc(Br)cc2)nc1	5	-1	18	-33	-1.2	-1	4	2	-3
9	CCc1ccc(C2CC(c3ccccc3C)n3nc(N)nc3N2)cc1 (stereo not drawn)	-1	1	1	-37	8.7	7	7	-12	4
10	COc1ccccc1C(=O)COC(=O)CN1C(=O)c2ccccc2C1=O	0	-2	9	9	-1.0	-5	2	2	-26
11	CC(C)(C)OC(=O)C(Cc1ccc(OC(C)(C)C)cc1)NC(=O)CNC(=O)CNC(=O)OCc1ccccc1 (stereo not drawn)	9	0	-7	-34	-1.6	6	2	7	-2
12	CCOC(=O)CN1C(=O)N[C@@H](c2cccc(C(F)(F)F)c2)[C@@H](C(=O)OC)[C@H]1C	6	2	13	-1	-1.1	13	0	-5	6
13	Cc1cc(C(=O)Nc2cccc([N+](=O)[O-])c2)c(C)o1	10	-4	21	4	-1.5	-3	-2	1	15
14	C[C@@H]1C(c2ccccc2)=NN(c2ccc(Br)cc2)[C@H]1C(=O)N1CCOC1=O	-2	-1	22	0	-2.5	-7	2	6	-2
15	CCCS(=O)(=O)N1CCN(C(=O)COc2ccccc2)CC1	2	1	0	1	-1.4	-6	2	5	1
16	COc1ccc(C)cc1-n1nnnc1SCC(=O)N1CCC(C(=O)Nc2nccs2)CC1	4	-3	16	3	3.1	-2	9	-2	-4
17	C=CCOC(=O)C1=C(C)OC(N)=C(C#N)C1c1ccccc1F (stereo not drawn)	4	-3	-7	8	-2.3	4	15	15	-36
18	Cc1ccc(C)c2[nH]c(=O)c(CCNC(=O)c3cc4ccccc4o3)cc12	-1	0	-6	-18	-1.8	4	6	-5	49*
19	CS(=O)(=O)N1CCC(C(=O)Nc2ccc3c(c2)OCCO3)CC1	1	3	1	10	-0.6	0	4	6	3
20	CC(=O)c1c(C)[nH]c(C(=O)Nc2cccc(S(=O)(=O)N3CCOCC3)c2)c1C	14	1	12	19	2.4	1	2	-1	-6
21	Cc1cccc(-c2nc3c(c(SCC(=O)N4CCOCC4)n2)Cc2c(CO)cnc(C)c2O3)c1	-2	-1	15	28	2.2	4	.	-3	.
22	COC(=O)c1ccc(NC(=O)CN2CCCC2)cc1	3	-3	5	3	-0.9	-4	1	3	6
23	COc1ccc(NC(=O)Cc2ccsc2)cc1S(=O)(=O)N1CCCCC1	-1	4	8	8	-4.4	1	1	-1	-7
24	COc1ccc(-c2noc(CNS(=O)(=O)c3ccc(NC(C)=O)cc3)n2)cc1OC	5	-2	15	-17	-0.5	10	5	1	-15
25	COc1ccc(C2=NCCn3nc4ccccc4c32)cc1	5	1	7	-10	-0.2	-6	3	-2	9
26	C=CCSc1nnc(-c2nnc(SCC=C)n2CC)n1CC	5	-6	16	7	-0.5	2	8	-1	-4
27	CC1(C)Cc2cccc(OCC(=O)OCc3nnc(-c4ccc([N+](=O)[O-])cc4)o3)c2O1	12	3	17	8	-0.5	-4	-1	6	3
28	CN(c1ccc(F)cc1)S(=O)(=O)c1ccc(Cl)c(C(=O)NCC(c2ccco2)N2CCCCC2)c1 (stereo not drawn)	-2	-3	20	10	0.1	-3	-1	7	-11
29	CCNC(=O)C1(C)CCCN(C(=O)c2nc(C)oc2C)C1 (stereo not drawn)	4	2	22	.	.	-1	2	-3	-7
30	Cc1onc(NC(=O)CSCC(=O)O)c1Br	3	1	8	-8	-0.6	3	2	8	-7

Ordered by number of heavy atoms (lowest first): part of the list above
nr	SMILES	CHRM4 PAM	CHRM5 agonist	CHO-K1 Ca PAM	CRFBP-R2 block	CRFBP-R2 agonist	CHRM5 antagonist	TAAR1 agonist	CHRM5 PAM	TAAR1 antag
24	COc1ccc(-c2noc(CNS(=O)(=O)c3ccc(NC(C)=O)cc3)n2)cc1OC	5	-2	15	-17	-0.5	10	5	1	-15
16	COc1ccc(C)cc1-n1nnnc1SCC(=O)N1CCC(C(=O)Nc2nccs2)CC1	4	-3	16	3	3.1	-2	9	-2	-4
28	CN(c1ccc(F)cc1)S(=O)(=O)c1ccc(Cl)c(C(=O)NCC(c2ccco2)N2CCCCC2)c1 (stereo not drawn)	-2	-3	20	10	0.1	-3	-1	7	-11

Following part
nr	SMILES	CHRM4 PAM	CHRM5 agonist	CHO-K1 Ca PAM	CRFBP-R2 block	CRFBP-R2 agonist	CHRM5 antagonist	TAAR1 agonist	CHRM5 PAM	TAAR1 antag
31	Cc1ccc(CN2CCN(/N=C/c3ccc(O)c(O)c3)CC2)cc1	-4	1	12	26	-0.9	-9	10	0	-37
32	O=C(CSc1nc(-c2ccco2)cc(C(F)(F)F)n1)Nc1ccccc1C(F)(F)F	-6	1	9	8	0.7	3	0	-3	-14
33	CCOC(=O)CNC(=O)c1ccc(Br)s1	-11	3	6	8	-0.1	-3	0	6	-8
34	O=C(CSc1ccc(-c2ccccn2)nn1)c1ccc(F)cc1	12	4	22	-10	-0.8	32*	-1	28*	-6
35	Cc1ccccc1NC(=O)Cc1cccs1	-4	0	4	9	0.8	-4	2	2	4
36	Brc1ccccc1-n1nnc(-c2ccnc3ccccc23)n1	-9	-2	0	-4	0.1	23	5	-17	6
37	Cc1ccc(NN=C2C(=O)OC(C)(C)OC2=O)c(C)c1	2	-1	12	17	-2.1	-7	5	6	-15
38	CN(Cc1ccccn1)C(=O)C1CCC(=O)N(CCc2ccc(Cl)cc2)C1 (stereo not drawn)	1	-3	0	7	-1.7	10	2	-7	-3
39	COC(=O)c1c(C)nc2ccccc2c1C(=O)O	14	-1	2	11	-0.8	7	8	-3	3
40	N#Cc1cc(Oc2cccnc2)c(Oc2cccnc2)cc1C#N	5	-4	0	-17	3.0	-9	3	12	-6
41	S=C(NCCCN1CCOCC1)Nc1cccc(-c2nnc3n2CCCCC3)c1	-8	-6	-13	8	3.3	21	2	-1	-1
42	CC(C(=O)O)n1ncc2ccccc2c1=O (stereo not drawn)	2	0	-1	15	-5.1	14	2	-1	-38
43	O=C(c1ccc(C(F)(F)F)cc1)N1CCN(c2ccc(N3CCOCC3)nn2)CC1	2	0	-9	10	-1.9	2	1	0	-30
44	Cc1cc(C)n(-c2nnc3c4ccccc4n(C)c3n2)n1	-3	1	14	4	-0.7	1	2	1	-24
45	CCCCN(C)Cc1c(C)[nH]c2ccccc2c1=O	1	-3	13	7	-0.2	0	7	7	9
46	COc1cc(CNc2ncnc3c2ncn3[C@H]2CN(Cc3cc(OC)c(OC)c(OC)c3)C[C@@H](CO)O2)cc(OC)c1OC	22*	-1	-9	.	.	-12	1	2	-23
47	CCOC(=O)N1CCN(C(=O)C(NC(=O)C2CCC(C)CC2)C(C)C)CC1 (stereo not drawn)	-1	-7	16	7	-2.3	-3	-2	6	9
48	CC1=Nn2c(nnc2-c2ccccn2)SC1	5	0	23	4	-0.3	-5	2	5	7
49	COc1ccc(OC)c(S(=O)(=O)NCC(c2ccc3c(c2)OCO3)N2CCOCC2)c1 (stereo not drawn)	3	-5	-18	-10	-1.0	10	1	-5	-9
50	O=C(O)C(c1ccccc1)C1(O)CCC1 (stereo not drawn)	1	2	7	-5	-0.5	7	5	7	-17
51	O=C(COC(=O)c1c(Cl)cccc1Cl)NCC1CCCO1 (stereo not drawn)	14	-3	-5	-2	-0.5	13	1	-3	-23
52	Cc1ccccc1NC(=O)N1CCN(C/C=C/c2ccccc2)CC1	-15	-18	5	0	-1.6	9	2	-2	-22
53	OCCn1nc(-c2ccccc2)cc1-c1ccccc1	4	-1	10	-7	-0.1	-2	1	1	14
54	N#Cc1cnn(-c2ccccc2)c1N	-1	3	-4	-12	1.8	1	2	1	-17
55	CCOC(=O)c1[nH]c(C)c(CCC(=O)O)c1C	2&8	-4&1	6&-6	2&1	-1.6&-1.6	9&-7	4&12	-8&11	-4&-13
56	COc1ccc(NC(=O)c2ccc(Br)o2)cc1	11	3	-13	0	-2.4	1	10	6	-11
57	CCOc1cccc(/C(O)=C2/C(=O)C(=O)N(Cc3ccco3)C2c2ccncc2)c1 (stereo not drawn)	0	0	-3	1	-2.4	10	19	-5	8
58	CN1c2ccc(C=O)c3c(C=O)ccc(c23)N(C)C1(C)C	1	1	-8	-11	23	7	0	-4	-5
59	CCN(C(=O)c1ccncc1)c1c(N)n(Cc2ccccc2)c(=O)[nH]c1=O	1	3	-4	-1	0.6	-2	0	1	-13
60	CC1=C(C(=O)Nc2ccc(Cl)cc2)C(c2ccco2)NC(=O)N1 (stereo not drawn)	-3	0	12	-11	0.3	1	9	2	-5
61	O=c1oc(-c2cccs2)nc2ccccc12	0	0	3	-22	0.8	4	3	2	-23
62	COc1ccc(CCn2c(C)cc(C(=O)COC(=O)c3ccc(O)cc3O)c2C)cc1	-12	1	6	4	0.1	12	10	-11	65*
63	O=C(NCCN=C1NS(=O)(=O)c2ccccc21)c1ccc2nccnc2c1	-3	0	11	1	0.2	-10	2	2	12
64	O=C(Nc1cccc(F)c1)C1CCCN(S(=O)(=O)c2ccc(-n3cnnn3)cc2)C1 (stereo not drawn)	-4	0	-1	4	-0.7	13	9	-6	24
